# Source: PubChem
# FN deposition inh: fibronectin deposition inhibition; AH1F fibroblasts, Alexa488-fibronectin deposition fluorescence, overnight; inhibition, % at 12.6 µM; actives 0.086% (n = 350,000); AID 743247;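 active means mean inhibition across replicates of 30% or more, regardless of how many single replicates reach that level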;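 further: positive control wells lacked labelled fibronectin entirely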
#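 Material: AH1F fibroblast monolayer depositing Alexa488-labelled fibronectin into matrix / Amount: 10000 AH1F cells per well / Signal: fluorescence 485/525 nm / Medium: DMEM, 2% serum / Compound: single dose, pinned / Incubation: 1 h cell adhesion before compound, then overnight fibronectin incubation / Reagent: Alexa488-FN, 24 nM final / Read-out: inhibition of fibronectin deposition signal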
# esBAF inh: inhibitors of esBAF chromatin remodeling in mouse ES cells; Bmi1-luciferase knock-in reporter, 24 h; 100% = twice the neutral-well signal; reporter increase, % at 12.5 µM; actives 2% (n = 350,000); AID 602393; in the data active means activation above about 40%;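 further: 0% = median of the plate's neutral control wells and 100% = double that signal; a rise in the Bmi1 reporter signal indicates esBAF inhibition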
# Casp6 inh: inhibitors of human caspase-6; P55212; purified caspase-6, Z-VEID-R110 cleavage fluorescence; inhibition, % at 12.5 µM; actives 0.53% (n = 350,000); AID 686996;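 active means mean inhibition across replicates at least about 35%, with every replicate also reaching that limit, limit read from the data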;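 further: 0% = median of neutral control wells and 100% = no fluorescence left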
# Target sequence (P55212 24-179 limits assumed): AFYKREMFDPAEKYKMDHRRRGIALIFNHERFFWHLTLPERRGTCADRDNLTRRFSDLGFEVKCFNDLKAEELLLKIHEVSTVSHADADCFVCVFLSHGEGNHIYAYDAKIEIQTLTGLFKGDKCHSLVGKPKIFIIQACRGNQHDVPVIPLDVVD
# Target sequence (P55212 194-293 limits assumed): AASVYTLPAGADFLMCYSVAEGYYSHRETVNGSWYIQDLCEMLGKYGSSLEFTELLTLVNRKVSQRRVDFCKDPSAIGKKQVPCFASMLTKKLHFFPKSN
# LGR2 inh: inhibitors of bursicon-induced Drosophila LGR2 receptor cAMP signaling | HEK293 LGR2, CRE-luciferase, bursicon-stimulated, 4 h | inhibition, % at 9.99 µM | actives 0.35% (n = 380,000);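 active means drop in luminescence signal, shown as inhibition above about 50% in the replicate tests, limit read from the data, passing the limit was not always enough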;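 further: agonist challenge used bursicon conditioned medium at about half maximal strength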
# S100A4 MyoIIA: inhibitors of human S100A4 binding to myosin IIA peptide | actives 0.14% (n = 360,000) | S100A4/TAMRA-MyoIIA peptide fluorescence polarization | inhibition, % at 10.7 µM;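 active means mean inhibition of at least 70% across replicates, with every replicate also reaching that level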
# Target sequence (P26447 whole entry, looked up): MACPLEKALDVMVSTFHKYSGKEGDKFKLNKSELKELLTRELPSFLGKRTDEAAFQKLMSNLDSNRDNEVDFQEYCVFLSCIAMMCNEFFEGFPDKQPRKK
#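 Assay system: human S100A4 monomer with TAMRA-labelled myosin IIA peptide / Buffer or medium: Calcium-containing HEPES buffer, pH 7.2 / Reagent: TAMRA-labelled myosin IIA heavy-chain peptide probe, 5 nM / Compound: one dose per compound / Timing: polarization read 5 min after assay mix addition, stable 5–60 min / Benchmarks: neutral control DMSO, positive control TFP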
# Statin myotox sup: suppressors of simvastatin-induced myotoxicity in C2C12 myotubes. ATP luminescence, 48 h; scaled: DMSO 0, geranylgeraniol control 100. rescue of ATP level, % at 7.49 µM. actives 0.78% (n = 330,000);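 active means mean ATP rescue above about 67%, or every replicate alone reaching that limit, limit read from the data, passing the limit was not always enough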;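 further: myotubes were challenged with 10 µM simvastatin during compound exposure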
# SIRT5 block: inhibitors of human sirtuin-5 desuccinylase; inhibition, % at 15 µM; Purified SirT5, succinyl-peptide AMC, trypsin-coupled fluorescence; actives 1.1% (n = 330,000); Q9NXA8; AID 652115; in the data active means inhibition above about 15%
# Target sequence (Q9NXA8 whole entry, looked up): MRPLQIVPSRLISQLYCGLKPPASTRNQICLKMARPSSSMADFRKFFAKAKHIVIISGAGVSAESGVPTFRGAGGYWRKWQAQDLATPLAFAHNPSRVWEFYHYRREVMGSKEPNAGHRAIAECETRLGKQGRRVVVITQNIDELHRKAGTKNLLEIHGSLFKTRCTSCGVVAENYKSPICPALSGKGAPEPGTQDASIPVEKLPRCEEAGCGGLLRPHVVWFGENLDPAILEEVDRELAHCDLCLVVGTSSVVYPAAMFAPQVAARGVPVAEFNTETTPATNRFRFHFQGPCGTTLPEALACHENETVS
# Active calls of the source: *; / = no result given. This is a subset; count on the stated rates, not on these rows.
No.	mol	Statin myotox sup	S100A4 MyoIIA	Casp6 inh	FN deposition inh	SIRT5 block	LGR2 inh	esBAF inh
1	COc1cc(C2C(C#N)=C(N)OC3=C2C(=O)CC(C)(C)C3)ccc1OCCN1CCOCC1 (stereo not given)	-5	0	4	2	-4	5	6
2	CC(C)(C)Nc1nc(-c2ccccn2)nc2ccccc12	-30	-1	1	6	3	15	-4
3	CCc1ccc2oc(C(=O)N3CCN(c4ccc(OC)cc4)CC3)cc(=O)c2c1	18	4	-1	-2	-5	-11	-2
4	COc1ccc(OCc2nnc3n2N=C(c2ccc(Br)cc2)CS3)cc1	14	-3	3	-13	/	-15	-10
5	CC(C)N(CCO)Cc1nc(C(c2ccccc2)c2ccccc2)no1	16	37	0	-1	1	8	0
6	Cc1ccccc1S(=O)(=O)N1CC[C@@H]2[C@H](CO)N(C)c3ccc(C#Cc4ccc(F)cc4)cc3[C@@H]21	15	-8	-5	-5	12	6	-1
7	CC(C)NC(=O)Nc1ccc2c(c1)C(=O)N([C@@H](C)CO)C[C@H](C)[C@@H](CN(C)C(=O)CCCN(C)C)OCCCC[C@H](C)O2	/	3	-16	2	1	24	/
8	CC1(C)NC(=O)N(Cc2cc(=O)n3ccsc3n2)C1=O	7	14	4	0	-8	13	-1
9	Nc1nnc(CC(=O)N/N=C/c2ccccc2OCc2ccc(F)cc2)s1	/	-3	-2	10	-6	1	/
10	COc1ccc(C#Cc2ccc([C@@H]3[C@H](CO)N4CCCCN(C(=O)Nc5ccccc5)C[C@@H]34)cc2)cc1	/	-4	-3	/	-1	-13	/
11	CC(=O)NC[C@@H]1[C@@H](c2ccc(C3=CCCC3)cc2)[C@@H](CO)N1C(=O)CN(C)C	/	-20	0	-10	-4	-8	/
12	C[C@@H]1CN([C@@H](C)CO)C(=O)c2cc(/C=C/c3ccccc3)cnc2O[C@H]1CN(C)C(=O)c1cnccn1	-4	-6	-4	-17	-4	0	4
13	COc1ccc(S(=O)(=O)N(C)c2ccc(C(=O)NCc3ccco3)cc2)cc1	2	2	3	/	-5	23	-2
14	CC(=O)C1=C(C)N(Cc2ccc(Br)cc2)C(=S)NC1c1cccc(F)c1 (stereo not given)	/	-5	-4	6	-2	20	/
15	CCOC(=O)[C@]12CCC=C1N(Cc1ccc3c(c1)OCO3)C(=O)[C@H](CC(=O)NCCCN1CCCC1=O)C2	/	0	0	6	-2	3	/
16	O=C(CSc1nc2ncc(Cl)cc2[nH]1)Nc1ccccc1-c1ccccc1	2	3	9	7	-1	6	-9
17	O=C(C[n+]1cc(-c2ccc(Cl)cc2)n2c1CCC2)Nc1nc(-c2ccccc2)cs1	/	-4	-6	-3	-3	-6	/
18	N#Cc1ccc(-c2ccc([C@@H]3[C@@H](CO)N4C(=O)CN(C(=O)C5CCCC5)C[C@H]34)cc2)cc1	/	2	4	2	-6	8	/
19	CCN(CC)C(=O)c1ccc(COc2ccccc2Cl)o1	/	4	1	17	-3	-15	/
20	NS(=O)(=O)c1ccc(CNC(=O)Cc2cccs2)cc1	13	-6	11	3	-2	0	1

# Not a retest: entries from further up.
No.	mol	Statin myotox sup	S100A4 MyoIIA	Casp6 inh	FN deposition inh	SIRT5 block	LGR2 inh	esBAF inh
1	COc1cc(C2C(C#N)=C(N)OC3=C2C(=O)CC(C)(C)C3)ccc1OCCN1CCOCC1 (stereo not given)	-5	0	4	2	-4	5	6
2	CC(C)(C)Nc1nc(-c2ccccn2)nc2ccccc12	-30	-1	1	6	3	15	-4
3	CCc1ccc2oc(C(=O)N3CCN(c4ccc(OC)cc4)CC3)cc(=O)c2c1	18	4	-1	-2	-5	-11	-2
4	COc1ccc(OCc2nnc3n2N=C(c2ccc(Br)cc2)CS3)cc1	14	-3	3	-13	/	-15	-10

# The main list resumes, starting 2 compounds before the break.
No.	mol	Statin myotox sup	S100A4 MyoIIA	Casp6 inh	FN deposition inh	SIRT5 block	LGR2 inh	esBAF inh
19	CCN(CC)C(=O)c1ccc(COc2ccccc2Cl)o1	/	4	1	17	-3	-15	/
20	NS(=O)(=O)c1ccc(CNC(=O)Cc2cccs2)cc1	13	-6	11	3	-2	0	1
21	Cc1cc([N+](=O)[O-])ccc1NCc1ccccc1[N+](=O)[O-]	-3	0	1	-4	-1	0	2
22	N#Cc1ccc(C(=O)Nc2ccc([N+](=O)[O-])cc2)c(F)c1	0	9	2	-23	1	-20	9
23	CCN1C(Nc2ccccc2)=NC[C@@H]1C	-3	-2	2	-8	-5	-5	-6
24	COc1ccc([Si](C)(C)[C@@H]2[C@@H](CCO)O[C@]3(C(=O)N(Cc4ccc(NC(=O)[C@H](C)O)cc4)c4ccccc43)[C@H]2C)cc1	/	-9	1	/	3	/	/
25	CCOC(=O)n1c(O)c(N=NC(N)=S)c2cc(C)ccc21	/	1	10	-1	-2	-8	/
26	C[C@@H]1CN([C@H](C)CO)C(=O)c2cc(NC(=O)C3CC3)ccc2O[C@H]1CN(C)Cc1ccc(Oc2ccccc2)cc1	2	17	/	/	3	-22	2
27	CN(C)S(=O)(=O)N1CCC(Oc2cccc(C(=O)NC3CCOC3)c2)CC1 (stereo not given)	10	-6	-4	-12	-8	-5	1
28	CC(=O)N1[C@H](C(=O)N2CCCCC2)[C@@H](CO)[C@@H]2Cn3c(ccc(-c4ccccc4)c3=O)[C@@H]21	-9	-1	2	/	-17	33	-2
29	Cc1ccc(NC(=O)CN2C(=O)S/C(=C/c3ccc(-c4cc(C(=O)O)ccc4C)o3)C2=O)cc1C	30	/	/	-5	/	/	-10
30	O=C(NCCN1CCOCC1)c1cc(Sc2ccccc2Cl)nc2ccccc12	/	-2	0	8	-5	9	/
31	Cc1noc(C)c1COc1cccc(C(=O)Nc2ccccc2N2CCOCC2)c1	/	4	1	-3	2	-9	/
32	O=C(CSc1ccccn1)Nc1nonc1[N+](=O)[O-]	11	-5	4	14	-4	46	2
33	CN(C)C(=O)CN1C(=O)c2cccc3cccc1c23	10	-9	-2	-7	-4	5	-3
34	COc1ccc(C(=O)NCC(=O)OCC(=O)c2c[nH]c3ccccc23)cc1	8	-3	-1	5	/	25	1
35	CCC(CC)C(=O)c1c[nH]c(C(=O)N2CCN(c3ccccc3)CC2)c1	/	-3	-2	-9	-2	-2	/
36	C[C@H](CO)N1C[C@H](C)[C@@H](CN(C)C(=O)Nc2ccccc2)Oc2c(NC(=O)Cc3ccccc3)cccc2C1=O	0	/	/	1	/	2	-2
37	CCCCN1C(=O)CC(C(=O)OCC)=C1C	-4	-2	/	1	6	8	-4
38	O=C(Nc1ccc(F)c(Cl)c1)c1cccnc1	0	22	-3	-10	-9	-12	10
39	Cc1cc(O)c(C(C)C)cc1N=Cc1ccc(N(C)C)cc1	-1	-14	0	-15	-3	14	-5
40	Cc1nc2ccc(NC(=O)c3cccs3)cc2s1	/	-5	-2	/	0	-46	/

# Part of the list above in another layout:
[21] Cc1cc([N+](=O)[O-])ccc1NCc1ccccc1[N+](=O)[O-]
  Statin myotox sup = -3 | S100A4 MyoIIA = 0 | Casp6 inh = 1 | FN deposition inh = -4 | SIRT5 block = -1 | LGR2 inh = 0 | esBAF inh = 2
[22] N#Cc1ccc(C(=O)Nc2ccc([N+](=O)[O-])cc2)c(F)c1
  Statin myotox sup = 0 | S100A4 MyoIIA = 9 | Casp6 inh = 2 | FN deposition inh = -23 | SIRT5 block = 1 | LGR2 inh = -20 | esBAF inh = 9

# Quoted at random: five records from the list, in no set order.
No.	mol	Statin myotox sup	S100A4 MyoIIA	Casp6 inh	FN deposition inh	SIRT5 block	LGR2 inh	esBAF inh
23	CCN1C(Nc2ccccc2)=NC[C@@H]1C	-3	-2	2	-8	-5	-5	-6
35	CCC(CC)C(=O)c1c[nH]c(C(=O)N2CCN(c3ccccc3)CC2)c1	/	-3	-2	-9	-2	-2	/
25	CCOC(=O)n1c(O)c(N=NC(N)=S)c2cc(C)ccc21	/	1	10	-1	-2	-8	/
38	O=C(Nc1ccc(F)c(Cl)c1)c1cccnc1	0	22	-3	-10	-9	-12	10
28	CC(=O)N1[C@H](C(=O)N2CCCCC2)[C@@H](CO)[C@@H]2Cn3c(ccc(-c4ccccc4)c3=O)[C@@H]21	-9	-1	2	/	-17	33	-2

# Additional compounds follow:
No.	mol	Statin myotox sup	S100A4 MyoIIA	Casp6 inh	FN deposition inh	SIRT5 block	LGR2 inh	esBAF inh
41	CC(C)(C)NC(=O)C(c1ccccc1)n1c(=O)c(-c2ccccc2)nc2ccccc21 (stereo not given)	/	1	1	-3	/	22	/
42	CC(C)(C)C(=O)Cn1c(=O)n(-c2ccc(F)cc2F)c(=O)c2sccc21	5	15	-6	1	-6	-7	-5
43	CC[C@@H]1CC=C[C@H]2[C@H]1C(=O)N(Cc1ccccc1)[C@H]2c1ccc(C(F)(F)F)cc1	7	4	-2	2	/	14	-10
44	Clc1cccc(Cc2c(-c3cccc(Br)c3)nc3ccc(Br)cn23)c1	-6	-7	1	1	-11	-54	31
45	Cc1cc(NC(=O)COc2nnc(-c3ccccc3)c3ccccc23)no1	-5	/	/	/	/	-8	1
46	O=[N+]([O-])c1cc(S(=O)(=O)Nc2cccc(Cl)c2)ccc1N=Nc1c(O)[nH]c2ccccc12	/	-33	-1	-12	-4	3	/
47	O=C(COC(=O)c1cc(S(=O)(=O)N2CCOCC2)ccc1F)Nc1c(Cl)cccc1C(F)(F)F	/	-1	-1	6	1	-1	/
48	COc1ccc(CCNC(=O)C2CCCN(S(=O)(=O)c3ccc(F)cc3)C2)cc1 (stereo not given)	/	-3	-1	/	1	12	/
49	CC(C)NC(=O)Nc1cccc2c1O[C@H](CN(C)C(=O)Nc1ccccc1)[C@@H](C)CN([C@@H](C)CO)C2=O	-5	-9	-2	-11	0	22	2
50	C[C@@H]1CCCCO[C@H](CN(C)S(=O)(=O)c2ccc(Cl)cc2)[C@@H](C)CN([C@H](C)CO)C(=O)c2cc(NC(=O)CCC(F)(F)F)ccc2O1	/	-3	0	6	2	3	0
51	COc1cc(NC(=O)c2ccc(F)cc2)c(OC)cc1NC(=O)CN1CCCCC1	-18	-6	/	-6	-4	-20	0
52	COc1ccc(CCNC(=O)c2ccc(OCC(=O)N3CCOCC3)c(OC)c2)cc1OC	4	7	-2	-2	1	6	6
53	COc1ccc(OCCN2CCC(C(=O)NC(c3ccc(OC)cc3)c3ccccn3)CC2)cc1 (stereo not given)	-4	4	-1	4	/	1	-1
54	CCn1c(SCc2cccc(C)c2)nnc1-c1ccc(C)cc1	-2	/	/	-3	/	-6	10
55	Cc1nccn1CCCNCc1c(C(=O)N2CCCCCCC2)nc2ccc(Cl)cn12	/	-3	-16	-3	-1	/	/
56	CCC(=O)Nc1ccccc1C(=O)NC1CCCCC1	17	10	-3	/	-1	0	8
57	COCCn1nnnc1CN(Cc1ccco1)Cc1cc2cc3c(cc2[nH]c1=O)OCO3	-2	/	/	1	/	/	1
58	CCOc1cc(/C=C/C(=O)c2ccc(C)cc2)ccc1OCC(=O)N(C)C	/	-4	4	9	0	30	/
59	O=[N+]([O-])c1ccccc1Oc1ccccc1Cl	/	-3	-8	/	-3	18	/
60	Cc1nn(-c2ccc(N3CCCCC3)nn2)c(C)c1CCC(=O)Nc1ccccc1F	5	-4	0	4	2	-41	17
